Compound activity as filed in PubChem.
MPTP block = blocks calcium-induced mitochondrial swelling; isolated mouse mitochondria, Ca2+ swelling absorbance, 30 min; inhibition, % at 10 µM; 1.4% of 360,000 active; AID 602449;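 active = inhibition of 50% or more, scaled per plate between neutral and stimulator controls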;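 note: 0% = DMSO wells given calcium and 100% = 1 mM EGTA wells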
APOBEC3A inh = inhibitors of human APOBEC3A DNA deaminase; P31941; recombinant A3A, FAM/TAMRA ssDNA deamination fluorescence; inhibition, % at 20 µM; 0.41% of 330,000 active;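 active = at least 40% inhibition at 20 µM here, with at most 30% in a related deaminase screen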;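 note: plate controls were A3A with DMSO for no effect and wells lacking A3A enzyme for full effect; some results filed as inactive read as strong as hits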
Target sequence (P31941 whole entry, looked up): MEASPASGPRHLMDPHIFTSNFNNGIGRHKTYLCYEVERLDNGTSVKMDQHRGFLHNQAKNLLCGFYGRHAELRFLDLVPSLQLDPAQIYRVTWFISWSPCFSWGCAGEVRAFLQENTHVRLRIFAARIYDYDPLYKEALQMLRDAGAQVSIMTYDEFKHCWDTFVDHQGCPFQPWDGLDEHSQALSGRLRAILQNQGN
APOBEC3G inh = blocks human APOBEC3G single-stranded DNA deamination; recombinant A3G, ssDNA deamination FAM/TAMRA fluorescence; inhibition, % at 20 µM; 0.28% of 330,000 active; Q9HC16; AID 493012;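 active = inhibition of at least 40% at 20 µM, with no more than 30% in the related APOBEC3A deaminase screen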;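 note: plate controls were DMSO wells with A3G for no effect and wells lacking A3G enzyme for full effect; some compounds called inactive have numbers as strong as hits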
Target sequence (Q9HC16 whole entry, looked up): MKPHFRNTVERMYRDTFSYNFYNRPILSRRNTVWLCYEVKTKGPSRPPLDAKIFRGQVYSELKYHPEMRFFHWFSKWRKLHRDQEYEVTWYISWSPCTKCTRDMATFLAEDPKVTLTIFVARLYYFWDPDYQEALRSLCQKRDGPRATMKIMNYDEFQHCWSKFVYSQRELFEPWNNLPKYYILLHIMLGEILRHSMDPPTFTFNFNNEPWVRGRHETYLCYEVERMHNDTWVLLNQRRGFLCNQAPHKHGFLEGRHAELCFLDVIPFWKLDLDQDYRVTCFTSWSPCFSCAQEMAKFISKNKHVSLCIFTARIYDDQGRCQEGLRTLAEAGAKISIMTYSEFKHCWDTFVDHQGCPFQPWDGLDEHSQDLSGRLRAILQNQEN
mIAP act = mouse IAP activation; muIAP, CDP-Star luminescence, 30 min; active compounds read high; 1 = vehicle-only enzyme signal, 0 = enzyme-free wells; activation factor at 10 µM; 0.24% of 330,000 active; AID 2805;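 active = activation factor of at least 2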; note: the source names both 10 and 20 µM as test concentration; values of inactives mirror those of a sister screen read the other way
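also added = chemiluminescent substrate CDP-Star | test system = mouse IAP enzyme | signal = chemiluminescence readout | compound = DMSO-dissolved test compounds | incubation = 30 min at room temperature | benchmarks = DMSO wells, no-enzyme wells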
beta cell repl = induces beta-cell replication in MIN6 cells; MIN6 cells proliferation, ATPlite luminescence, 48 h; cells starved in 0.2% serum; 100% = growth in 10% serum; proliferation, % at 10 µM; 0.29% of 330,000 active; AID 2380;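 active = compounds whose signal lies at least 3.5 SD above the mean of all wells on their plate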;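 note: 0% = DMSO-treated cells in low-serum medium and 100% = 10% serum control; some compounds called inactive have numbers as strong as hits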
hIAP inh = blocks human intestinal alkaline phosphatase; P09923; purified IAP, CDP-Star luminescence, 30 min; inhibition, % at 10 µM; 0.12% of 330,000 active; AID 2544;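 active = inhibition reaching a set limit with compound at 10 µM in the primary screen, cut at about 35% in these data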;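 note: plate controls were DMSO wells with enzyme for no effect and no-enzyme buffer wells for full effect; values of inactives mirror those of a sister screen read the other way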
ATG4B inhibitor = inhibitors of human ATG4B cysteine protease; Q9Y4P1; 0.51% of 340,000 active; AID 504462; inhibition, % at 8.33 µM; ATG4B cleavage of LC3-PLA2, NBD-HPC fluorescence, 1 h; in the data active = inhibition above about 40%
Target sequence (Q9Y4P1 whole entry, looked up): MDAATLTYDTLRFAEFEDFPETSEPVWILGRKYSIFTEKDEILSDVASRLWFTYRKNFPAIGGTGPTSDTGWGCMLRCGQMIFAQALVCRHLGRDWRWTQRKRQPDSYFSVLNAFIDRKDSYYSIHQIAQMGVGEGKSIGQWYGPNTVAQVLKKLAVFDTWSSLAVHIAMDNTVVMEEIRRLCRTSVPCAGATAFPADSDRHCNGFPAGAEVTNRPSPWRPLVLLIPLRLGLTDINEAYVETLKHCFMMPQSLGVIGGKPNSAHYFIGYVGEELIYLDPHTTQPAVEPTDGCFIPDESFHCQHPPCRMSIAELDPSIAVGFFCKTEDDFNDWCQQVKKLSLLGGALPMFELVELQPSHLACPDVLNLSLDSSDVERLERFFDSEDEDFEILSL
mIAP inh = mouse IAP inhibition. purified mouse IAP, CDP-Star luminescence, 30 min. inhibition, % at 10 µM. 0.2% of 330,000 active;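 active = inhibition of at least 40% at 10 µM in the primary screen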;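 note: plate controls were DMSO with enzyme for no effect and no enzyme wells for full effect; values of inactives mirror those of a sister screen read the other way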
hIAP activ = increases human intestinal alkaline phosphatase activity. 0.16% of 330,000 active. P09923. activation factor at 10 µM. AID 2524. purified human IAP, CDP-Star luminescence, 30 min; active compounds read high; 1 = vehicle-only enzyme, 0 = enzyme-free background;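 active = activation factor of the enzyme at least 2-fold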; note: the source names both 10 and 20 µM as test concentration; values of inactives mirror those of a sister screen read the other way
The depositor's hits bear a star; · = no result given.

1) C=CCc1ccc(OCCCCNC(C)CC)c(OC)c1 (centres undefined)
2) O=C1CC(N2CCN(S(=O)(=O)c3ccccc3F)CC2)C(=O)N1c1ccccc1Cl (centres undefined)
3) CC(C)Oc1ccc(/C=C(/NC(=O)c2ccccc2)C(=O)NC(Cc2ccccc2)C(=O)O)cc1 (centres undefined)
4) COc1ccc(NC(=O)C2CCN(S(=O)(=O)c3ccc4c(c3)CC(C)N4C(C)=O)CC2)c(OC)c1 (centres undefined)
5) COc1cccc(NC(=O)C(c2ccccc2)N2CCNC(=O)C2)c1 (centres undefined)
6) COC(=O)c1cccc(NC(=O)C2COc3ccccc3O2)c1C (centres undefined)
7) Cc1cccc(C)c1NC(=O)CC1SC2=NCCN2C1=O (centres undefined)
8) COc1ccc(CN2CCN(Cc3c[nH]c4ccccc34)CC2)cc1
entry no.	1	2	3	4	5	6	7	8
MPTP block	1.5	0.1	0.5	0.1	3.4	-0.8	0.0	1.8
APOBEC3A inh	-5	-4	0	-4	-2	3	-3	4
APOBEC3G inh	-10	-7	0	-5	-4	0	-3	7
mIAP act	0.98	1	0.99	0.96	1.1	0.96	0.94	1.1
beta cell repl	2	-1	0	-3	-2	-3	-2	-4
hIAP inh	-22	15	3	2	-7	-16	5	-1
ATG4B inhibitor	-3	0	-5	0	·	9	-8	4
mIAP inh	2	-5	1	4	-9	4	6	-9
hIAP activ	1.2	0.85	0.97	0.98	1.1	1.2	0.95	1

Copied from the list.
Under mIAP inh, Cc1cccc(C)c1NC(=O)CC1SC2=NCCN2C1=O (centres undefined) has 6
Under hIAP inh, COc1ccc(CN2CCN(Cc3c[nH]c4ccccc34)CC2)cc1 has -1
Under hIAP inh, CC(C)Oc1ccc(/C=C(/NC(=O)c2ccccc2)C(=O)NC(Cc2ccccc2)C(=O)O)cc1 (centres undefined) has 3
Under beta cell repl, COc1ccc(NC(=O)C2CCN(S(=O)(=O)c3ccc4c(c3)CC(C)N4C(C)=O)CC2)c(OC)c1 (centres undefined) has -3
Under mIAP inh, COc1cccc(NC(=O)C(c2ccccc2)N2CCNC(=O)C2)c1 (centres undefined) has -9
Under APOBEC3A inh, COC(=O)c1cccc(NC(=O)C2COc3ccccc3O2)c1C (centres undefined) has 3

Further structures:
9) CC1(C(=O)NCCN2CCOCC2)C=CC2(CCCCC2)N1C(=O)c1ccccc1 (centres undefined)
10) COC(=O)[C@@H]1OC(=O)[C@H]2O[C@@]23[C@@]1(C)CC[C@@H]1[C@@]2(C)C=CC(=O)OC(C)(C)[C@@H]2CC(=O)[C@]13C
11) O=C(CSc1ccc2nnc(-c3cccnc3)n2n1)N1CCOCC1
12) COc1cccc(NC(=O)C23CCC(C)(C(=O)O2)C3(C)C)c1 (centres undefined)
13) O=[N+]([O-])c1ccc(N2CCOCC2)cc1N1CCCCC1
14) CC1(C)CC(=O)c2sc(NS(=O)(=O)c3ccccc3)nc2C1
15) Clc1ccc(SCc2cc(N3CCOCC3)nc(-c3ccccn3)n2)cc1
16) COC(=O)c1cn(C(=O)c2ccc(F)cc2)c2ccccc12
entry no.	9	10	11	12	13	14	15	16
MPTP block	0.2	-1.4	-2.9	-2.4	-0.2	-0.8	-0.8	0.7
APOBEC3A inh	-3	-2	4	2	0	1	1	-1
APOBEC3G inh	-5	-7	-1	2	6	1	-5	2
mIAP act	1	0.99	1	1.1	0.84	1	0.87	1
beta cell repl	-7	-2	-3	0	0	-2	0	-4
hIAP inh	1	2	6	-2	6	-15	-1	-16
ATG4B inhibitor	8	-8	-12	-9	-1	6	-4	-9
mIAP inh	0	1	-2	-6	16	-4	13	-3
hIAP activ	0.99	0.98	0.94	1	0.94	1.2	1	1.2

Some of these compounds in order of formula weight, lowest first:
13) O=[N+]([O-])c1ccc(N2CCOCC2)cc1N1CCCCC1
6) COC(=O)c1cccc(NC(=O)C2COc3ccccc3O2)c1C (centres undefined)
2) O=C1CC(N2CCN(S(=O)(=O)c3ccccc3F)CC2)C(=O)N1c1ccccc1Cl (centres undefined)
entry no.	13	6	2
MPTP block	-0.2	-0.8	0.1
APOBEC3A inh	0	3	-4
APOBEC3G inh	6	0	-7
mIAP act	0.84	0.96	1
beta cell repl	0	-3	-1
hIAP inh	6	-16	15
ATG4B inhibitor	-1	9	0
mIAP inh	16	4	-5
hIAP activ	0.94	1.2	0.85

Remaining list, next part.
17) Cc1c(CC(=O)N[C@@H](C)C(=O)O)c(=O)oc2cc3occ(-c4ccccc4)c3cc12
18) CCc1ccccc1NC(=O)/C(C#N)=C/c1ccc(Sc2ccccc2)o1
19) Cc1nc2c(-c3ccccc3)c[nH]n2c(=O)c1Cc1ccccc1
20) CCC(=O)N1CCC2(CC1)Oc1ccc(F)cc1C(=O)C21CC(c2cccnc2)=NO1 (centres undefined)
21) COc1cccc2[nH]c3c(N4CCN(Cc5ccc6c(c5)OCO6)CC4)ncnc3c12
22) O=C(NCc1nnc(SCC(=O)N2CCCC2)o1)c1ccccc1F
23) COc1ccc(-c2c(-c3cc(OC)cc(OC)c3)n(C)c3ccc(-c4ccc(OC)cc4F)cc23)cc1
24) Cc1ccc(N2CC(C(=O)Nc3nc4ccc(S(C)(=O)=O)cc4s3)CC2=O)cc1C (centres undefined)
entry no.	17	18	19	20	21	22	23	24
MPTP block	1.0	5.8	-0.2	0.4	·	1.8	-0.4	0.1
APOBEC3A inh	-1	-1	-5	-6	-4	1	-3	-3
APOBEC3G inh	-8	-6	-8	-12	-8	1	-6	-8
mIAP act	0.98	0.98	0.88	0.92	1.3	1	1.1	1
beta cell repl	0	-6	-6	0	-1	-2	-4	4
hIAP inh	10	6	-8	5	-22	-14	5	16
ATG4B inhibitor	-3	3	15	0	·	-14	-3	-12
mIAP inh	2	2	12	8	-28	-2	-14	0
hIAP activ	0.9	0.94	1.1	0.95	1.2	1.1	0.95	0.84

25) CCOc1ccc(-n2nc(C(=O)N3CCN(CC)CC3)c3ccccc3c2=O)cc1
26) COc1cc2c(cc1O)[C@@H]1Cc3cc(O)c(OC)cc3[C@H](C2)N1C
27) CCOC(=O)c1c(C)[nH]c(C(=O)COC(=O)CNC(=O)c2ccc(Cl)cc2Cl)c1C
28) Nc1ccc2oc(-c3cccc4ccccc34)nc2c1
29) Cn1c(=O)c2c(-c3ccc(C(C)(C)C)cc3)n(N3CCOCC3)cc2n(C)c1=O
30) COc1cccc(/C=C2\N=C(C3CCCCC3)OC2=O)c1OC
31) CCCc1cc(C(=O)NCc2ccc(OC)cc2)no1
32) Cc1ccc(-n2c(=O)c(C#N)cc3c(=O)n4cccc(C)c4nc32)cc1
entry no.	25	26	27	28	29	30	31	32
MPTP block	-2.1	0.0	3.2	1.5	-0.2	-0.2	2.2	3.3
APOBEC3A inh	5	-7	0	2	1	-1	2	3
APOBEC3G inh	1	-6	-2	2	-3	-7	1	2
mIAP act	0.89	1.1	1	1.1	0.97	1.1	0.98	1
beta cell repl	0	-4	1	-2	-6	-1	2	-2
hIAP inh	3	0	-11	-9	-6	6	4	-11
ATG4B inhibitor	1	-6	-5	-19	2	1	-8	-5
mIAP inh	11	-12	-2	-5	3	-6	2	-1
hIAP activ	0.97	0.99	1.1	1.1	1.1	0.94	0.96	1.1

Results in sequence from above.
hIAP activ for entries 25 to 32: 0.97, 0.99, 1.1, 1.1, 1.1, 0.94, 0.96, 1.1

Other records follow.
33) O=C(NNS(=O)(=O)c1ccc(F)cc1)c1ccccc1
34) CCN(CC)S(=O)(=O)c1ccc(N2CCN(c3ccccc3O)CC2)nc1
35) O=C(Nc1ccc(N2C(=O)C3C4C=CC(C4)C3C2=O)cc1)Nc1nncs1 (centres undefined)
36) Cc1ccc(F)cc1NC(=O)N1CCNC(=O)C1CC(=O)Nc1cc(Cl)ccc1Cl (centres undefined)
37) O=C(NCCc1ccccc1)C1CCCN(S(=O)(=O)c2cccs2)C1 (centres undefined)
38) Cc1ccc(C(=O)NCCc2ccc(S(N)(=O)=O)cc2)cc1[N+](=O)[O-]
39) CCc1ccccc1N1CC(C(=O)O)CC1=O (centres undefined)
40) O=C(O)c1cc([N+](=O)[O-])c(Nc2cccc3ccccc23)c([N+](=O)[O-])c1
entry no.	33	34	35	36	37	38	39	40
MPTP block	0.0	1.1	-1.5	2.6	0.0	-1.0	-4.9	0.4
APOBEC3A inh	-5	-5	-3	-1	-2	2	-1	21
APOBEC3G inh	-1	-11	-8	-6	-2	1	-5	1
mIAP act	0.97	0.95	1.1	0.95	0.99	0.98	0.91	0.87
beta cell repl	2	0	-3	-1	10	-4	-1	-5
hIAP inh	-16	5	-2	-1	-2	12	-34	24
ATG4B inhibitor	3	-5	-7	-4	-2	-2	-7	-3
mIAP inh	3	5	-6	5	1	2	9	13
hIAP activ	1.2	0.95	1	1	1	0.88	1.3	0.76

41) CC1CCC2C(=O)N(c3cccc(OS(=O)(=O)c4ccccc4)c3)C(=O)C2C1 (centres undefined)
42) Cc1nc2ccccc2n1CC(O)COc1ccccc1Cl (centres undefined)
43) CC(C)(C)C(=O)CN1C(=O)NC2(CCc3ccccc32)C1=O (centres undefined)
44) O=C(Cc1ccccc1)Nc1ccc(C(=O)NCC2COc3ccccc3O2)cc1 (centres undefined)
45) O=C(NC1CCCCC1)C(c1ccco1)N(C(=O)c1csnn1)c1cccc(Cl)c1 (centres undefined)
46) CCc1ccccc1NC(=O)C(Cc1ccccc1)c1nn[nH]n1 (centres undefined)
47) CC(=NNC(=O)c1ccc2nc[nH]c2c1)c1ccc(Br)cc1
48) CN(C)S(=O)(=O)c1ccc(Cl)c(NC(=O)COc2ccccc2[N+](=O)[O-])c1
entry no.	41	42	43	44	45	46	47	48
MPTP block	-1.0	21	0.9	-34	1.4	0.2	-0.3	0.0
APOBEC3A inh	2	-1	-4	1	-1	5	-2	-1
APOBEC3G inh	-2	-7	-7	-5	-12	2	-6	1
mIAP act	0.88	1.1	0.92	1.1	1	1.1	0.92	1
beta cell repl	-3	-4	1	1	-5	1	-2	0
hIAP inh	10	1	-7	5	-2	-4	-73	11
ATG4B inhibitor	4	-8	-6	-4	4	-1	-8	10
mIAP inh	12	-10	8	-8	-3	-12	8	-1
hIAP activ	0.9	0.99	1.1	0.95	1	1	1.7	0.89

49) CCN(CC)S(=O)(=O)c1ccc(N2CCCC2)c(NS(=O)(=O)c2ccc(F)cc2)c1
50) CC(=O)n1cc([C@H]2C=C(C(=O)N3CCN(Cc4ccccc4)CC3)O[C@@H](OCc3ccc(CO)cc3)C2)c2ccccc21
51) CC1(C)O[C@@H]2[C@H](O1)[C@@H](COS(=O)(=O)O)O[C@H]2n1cc(Br)c(=O)[nH]c1=O
52) Cc1ccc(-n2c(SCC(=O)Nc3cccc(S(=O)(=O)NC4=NCCCCC4)c3)nc3ccccc3c2=O)cc1C
53) CC(C)[C@H](NC(=O)c1ccccc1Cl)C(=O)OCC(=O)Nc1ccc(S(=O)(=O)N2CCOCC2)cc1
54) COc1cccc(CNC(=O)CCCSc2ccccc2)c1
55) CSc1ccc(CN(C)C(=O)c2cc(S(=O)(=O)NCc3ccccc3)ccc2C)cc1
entry no.	49	50	51	52	53	54	55
MPTP block	1.0	-0.4	-0.5	0.1	0.4	0.8	-1.8
APOBEC3A inh	1	-1	-3	0	-1	-4	-3
APOBEC3G inh	2	-1	2	-4	-1	3	-6
mIAP act	1.1	0.94	0.94	1.2	1	1	1.1
beta cell repl	-1	-7	-3	-2	-2	0	-1
hIAP inh	2	7	-4	11	6	-11	-10
ATG4B inhibitor	10	-12	-3	15	-3	3	-1
mIAP inh	-6	6	6	-19	-4	-5	-10
hIAP activ	0.98	0.93	1	0.89	0.94	1.1	1.1
